CHRM5 agonist: agonists of human muscarinic M5 receptor (CHRM5) | P08912 | CHO-K1 hM5 cells, Fluo-8 calcium fluorescence; 0% DMSO wells, 100% maximal acetylcholine response | activation, % at 3 µM | 0.19% of 360,000 active | AID 624037;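 active = activation above the run's mean over test compounds plus 3 SD, cut at about 23% in these data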;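 note: signal is peak over basal fluorescence ratio across the kinetic read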
Target sequence (P08912 whole entry, looked up): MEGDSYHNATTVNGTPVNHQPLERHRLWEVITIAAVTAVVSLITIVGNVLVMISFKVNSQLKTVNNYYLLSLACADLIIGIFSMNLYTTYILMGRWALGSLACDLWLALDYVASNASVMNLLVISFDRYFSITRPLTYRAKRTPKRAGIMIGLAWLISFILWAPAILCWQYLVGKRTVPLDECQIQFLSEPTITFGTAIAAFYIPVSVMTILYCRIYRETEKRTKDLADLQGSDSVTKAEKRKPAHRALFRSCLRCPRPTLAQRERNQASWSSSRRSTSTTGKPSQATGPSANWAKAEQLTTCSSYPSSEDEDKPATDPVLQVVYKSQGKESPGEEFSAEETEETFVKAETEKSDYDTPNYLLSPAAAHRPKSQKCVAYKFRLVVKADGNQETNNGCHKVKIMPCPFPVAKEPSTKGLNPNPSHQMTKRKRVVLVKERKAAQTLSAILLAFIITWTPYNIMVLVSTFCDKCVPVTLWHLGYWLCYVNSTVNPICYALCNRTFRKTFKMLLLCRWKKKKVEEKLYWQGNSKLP
IDE inh: inhibitors of human insulin-degrading enzyme in cells. inhibition, % at 5.59 µM. HEK cells, FAbetaB cleavage, fluorescence polarization. 0.41% of 320,000 active;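 active = percent inhibition above the average of all tested compounds plus 3 SD, set per screening campaign, cut at about 16% in these data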;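 note: IDE supplied by intact live HEK cells; FP after avidin binding of uncleaved biotin substrate so inhibition keeps polarization high; 0% = DMSO wells and 100% = 60 µM reference IDE inhibitor Ii1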
CHRM4 agonist: agonists of human muscarinic M4 receptor (CHRM4). AID 624127. 0.14% of 360,000 active. P08173. CHO-K1 hM4/Gqi5, Fluo-8 calcium fluorescence; vehicle 0%, full acetylcholine response 100%. activation, % at 3 µM;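 active = activation above the run mean over all test wells plus 3 SD, cut at about 32% in these data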;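 note: peak over basal fluorescence ratio per well then scaled between controls; 0% = DMSO wells and 100% = acetylcholine at EC100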
Target sequence (P08173 whole entry, looked up): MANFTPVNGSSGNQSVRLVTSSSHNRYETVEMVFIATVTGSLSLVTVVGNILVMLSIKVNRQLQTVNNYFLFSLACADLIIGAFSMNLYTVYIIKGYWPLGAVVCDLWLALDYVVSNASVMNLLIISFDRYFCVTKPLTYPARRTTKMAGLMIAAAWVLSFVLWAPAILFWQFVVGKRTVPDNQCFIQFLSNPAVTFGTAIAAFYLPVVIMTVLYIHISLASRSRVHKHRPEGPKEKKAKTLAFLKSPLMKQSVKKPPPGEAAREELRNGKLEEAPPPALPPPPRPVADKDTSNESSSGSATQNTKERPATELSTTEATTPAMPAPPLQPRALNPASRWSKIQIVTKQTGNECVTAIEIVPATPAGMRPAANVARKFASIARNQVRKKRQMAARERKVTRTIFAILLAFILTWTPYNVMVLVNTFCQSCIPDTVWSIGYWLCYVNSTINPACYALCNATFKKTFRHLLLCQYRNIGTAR
CRFBP-R2 agonist: CRF-BP/CRF-R2 complex agonism; HEK293 CRF-R2/CRF-BP, calcium dye fluorescence (FLIPR); percent of saturating CRF peptide response; 0.46% of 350,000 active; AID 588473; activation, % at 13.2 µM;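 active = activation of at least 50%, plus an integration ratio under a set limit after plate pattern correction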;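 note: plate controls were neutral control wells without compound for no effect and CRF at EC100 for full effect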
CRFR2-BP antag: antagonists of CRF-binding protein/CRF-R2 receptor complex; 0.59% of 350,000 active; HEK293 CRF-R2/CRF-BP, CRF-induced calcium fluorescence; inhibition, % at 11.8 µM;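 active = inhibition of the ligand-induced calcium signal above about 50% at the single tested concentration, limit read from the data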
M5 antag: CHRM5 antagonism in calcium assay; CHO-hM5 cells, Fluo-8 calcium fluorescence, ACh EC80; inhibition, % at 3 µM; 0.59% of 360,000 active; AID 624040;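 active = inhibition above a per-plate cutoff, the mean of that plate's test compounds plus 3 SD, cut at about 27% in these data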;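 note: 0% = acetylcholine EC80 with DMSO and 100% = DMSO without agonist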
M4 antag: blocks acetylcholine activation of human M4 receptor | P08173 | AID 624125 | CHO-hM4 cells, ACh EC80, Fluo-8 calcium fluorescence | 0.73% of 360,000 active | inhibition, % at 3 µM;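 active = inhibition above its plate's cutoff, the mean inhibition of sample wells plus 3 SD, cut at about 27% in these data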;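 note: 0% = acetylcholine EC80 with DMSO and 100% = DMSO without agonist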
CHRM4 PAM: positive allosteric modulators of human muscarinic M4 receptor; AID 624126; activation, % at 3 µM; CHO-K1 hM4/Gqi5, Fluo-8 calcium fluorescence, ACh EC20; 0% = ACh EC20, 100% = maximal ACh; 0.4% of 360,000 active;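 active = activation above its plate's cutoff, the mean activation of sample wells plus 3 SD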; note: some results filed as inactive read as strong as hits
CHRM5 PAM: CHRM5 positive allosteric modulation | 0.3% of 360,000 active | activation, % at 3 µM | AID 624038 | CHO-K1 hM5, Fluo-8 calcium, ACh EC20 PAM; 0% = ACh EC20, 100% = ACh EC100 | P08912;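 active = activation above the run cutoff, the mean activation of all test compounds plus 3 SD, cut at about 18% in these data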
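Test system: CHO-K1 hM5 cells / Doses: single-point, 3 µM nominal / Times: Post-acetylcholine fluorescence recording 140 s / Technique: Fluo-8 calcium fluorescence / Measure: Max/basal fluorescence ratio as % of EC20–EC100 ACh window / Benchmarks: low control EC20 acetylcholine (0%), high control EC100 acetylcholine (100%) / Replicates: one well per compound, no replicates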
* = called active by the depositor; x = no result given.

SMILES	CHRM5 agonist	IDE inh	CHRM4 agonist	CRFBP-R2 agonist	CRFR2-BP antag	M5 antag	M4 antag	CHRM4 PAM	CHRM5 PAM
Cc1cccc(N2CCN(C(=O)C3CCN(c4ncnc5c4nc4n5CCCCC4)CC3)CC2)c1C	-2	16	4	-0.9	-4	-11	-16	-5	5
CC(C)NC(=O)OCc1c(COC(=O)NC(C)C)c([N+](=O)[O-])n2c1CCC2	4	x	1	x	x	-7	-5	2	-6
COC(=O)C1CSc2[nH]c(=O)sc2C1c1ccccc1 (stereo not given)	2	0	3	11	-33	6	-3	1	-2
O=C(CN1CCCc2ccccc21)Nc1ccc(F)cc1[N+](=O)[O-]	0	-3	-1	-0.6	-5	-6	-12	2	11
O=C(CSCc1ccc(Cl)cc1)Nc1ccc2c(c1)OCO2	-5	6	0	1.4	17	7	-1	-4	-6
COc1ccc(S(=O)(=O)Cc2ccc(C(=O)NC3CCCC3)o2)cc1	-1	0	2	-0.9	-10	-2	-7	1	-3
O=C(Cc1ccccc1)NCc1ccc(-n2cccc2)cc1	-2	7	0	3.7	0	-3	-4	5	-1
Cc1ccc(C(=O)N2[C@@H]3CN(C)C(=O)[C@@]2(Cc2ccccc2)[C@H]2C(=O)N(Cc4ccccc4)C(=O)[C@@H]32)cc1	-2	x	2	-1.0	4	20	-4	-5	-14
CCOC(=O)CSc1nc(=O)n2cccc(C)c2n1	2	11	1	-0.5	-23	-5	-4	9	13
CC(=O)Nc1ccc(-c2ccnc3c2CC(C)(C(=O)Nc2ccc(Cl)c(C(F)(F)F)c2)O3)cc1 (stereo not given)	-1	x	3	x	x	12	18	-9	-5
CCN(CC)CCNC(=O)Cn1c(-c2ccccn2)nc2ccccc21	-3	1	2	1.6	17	-8	6	-5	12
Cc1cc2nc3c(=O)n(Cc4ccccc4)c(=O)[nH]c3nc2cc1N	86*	20*	19	90*	-83	11	10	-8	-15
O=C(NCc1ccco1)c1ccc(Cl)nc1	4	2	1	1.4	-15	-4	3	1	11
O=C(O)c1cc(-c2cc(C(=O)O)c3ccccc3n2)ccc1O	2	x	2	2.4	-4	10	-1	7	9
CCOc1ccc(CCNC(=O)C2CCN(S(=O)(=O)N3CC(C)CC(C)C3)CC2)cc1OCC (stereo not given)	-2	-8	0	-0.7	25	14	-3	-5	1
CN(C)c1ccnc(-n2cccc2/C=N/O)c1C#N	4	0	2	-0.6	-20	-14	-12	9	7
CCCCNC(=O)C1C(c2ccc(OC)cc2)=Nc2ccccc2N1C(=O)c1ccncc1 (stereo not given)	-2	x	1	x	x	13	8	-5	-5
Cc1cccc(S(=O)(=O)NC(=O)C2(C)CCN2C(=O)Cc2ccc(C(C)(C)C)cc2)c1 (stereo not given)	0	x	0	x	x	4	3	-3	-1
O=C(Nc1ccccc1)N1CCOCC1	3	0	1	0.8	4	2	0	11	8
CC(C)C(C)(C#N)NC(=O)CSc1nnc(C(F)(F)F)n1C (stereo not given)	-1	1	1	2.0	13	7	-3	9	-2
CC1=C(C(=O)N2CCOCC2)CC(CC(=O)NC2CCCC2)C(=O)N1CCCN1CCCC1=O (stereo not given)	0	x	1	-1.1	16	9	-3	5	2
CCn1c(N)c(C(=O)Nc2ccccc2C(=O)OC)sc1=S	-1	-5	1	4.3	-12	3	-14	37*	8
CSc1n[nH]c(NCc2ccc(Cl)cc2)n1	0	-2	1	0.7	14	5	-11	4	0
Cc1ccc(C2(C)NC(=O)N(CC(=O)N(c3ccccc3)C3CCS(=O)(=O)C3)C2=O)cc1 (stereo not given)	2	6	0	0.6	-2	11	-1	0	-5
COc1cc(S(=O)(=O)N(C)C)ccc1F	1	6	0	-1.3	24	-1	0	16	6
CCn1c(COc2ccc(=O)n(-c3ccccc3)n2)nnc1SCc1ccc(C)cc1	-3	-5	-1	-0.4	-10	5	-9	7	-4
O=Cc1c(-c2ccc(F)cc2)nc2ccccn12	0	4	2	-6.8	-2	4	-11	18	0
O=C(/C=C/c1ccccc1Cl)N(Cc1ccc(Cl)cc1)C1CCS(=O)(=O)C1 (stereo not given)	-2	4	0	4.8	1	5	-1	-4	-4
CC(=O)Nc1cccc(-c2nc3ccccc3s2)c1C	1	0	1	-0.7	6	2	0	3	-3
CC1CCCN(CCS(=O)(=O)c2ccccc2)C1 (stereo not given)	-7	-5	0	2.5	3	5	-9	-8	-2
CC(NC(=O)C1CCCN1S(=O)(=O)c1cccc2nsnc12)c1ccccc1 (stereo not given)	-2	-1	0	-2.9	76*	-2	-9	-3	7
Cc1cc(CNC[C@H]2O[C@@H](n3ccc(N)nc3=O)[C@H](O)[C@@H]2O)no1	0	x	0	0.6	-8	7	-6	6	0
C/C=C/C(=O)NCCc1ccc(OC)c(OC)c1	-3	-5	1	-1.0	4	-7	0	7	3
COC(=O)c1ccc(CSc2nnc3n(Cc4ccccc4OC)c(=O)c4ccccc4n23)o1	2	10	1	1.4	2	-2	-2	6	4
CCOc1ccc(C(C)=O)cc1COC(=O)CNC(=O)C12CC3CC(CC(C3)C1)C2	-2	5	8	-0.9	1	20	-11	4	-7
O=[N+]([O-])c1ccc(-c2nnc(-c3ccccc3)c(NCCCO)n2)cc1	1	3	1	0.1	10	-2	5	-1	1
CC(=O)c1sc(NC(=O)COc2ccccc2)nc1C	-1	5	2	-0.3	-8	4	-6	1	-6
CN(CC(=O)NCCc1ccc(S(N)(=O)=O)cc1)CC(=O)Nc1ccccc1Cl	1	0	0	0.2	49	9	-1	-2	-10
Cc1cc(-c2nnc(SCC(=O)Nc3ccccc3C(F)(F)F)o2)c(C)n1-c1ccccc1	23	-2	5	4.6	-8	1	3	-3	-9
CC(Oc1ccc([N+](=O)[O-])cc1Cl)C(=O)Nc1ccc(C(N)=O)cc1 (stereo not given)	7	9	4	-1.4	-12	-5	7	5	3
O=C(CCN1C(=O)c2ccccc2C1=O)N(CCO)Cc1ccccc1	0	x	1	0.7	-6	0	-3	2	6
Nc1ccc(N2CCOCC2)c(S(=O)(=O)Nc2ccccc2Cl)c1	0	-4	2	-2.3	-6	7	1	-4	-8
COc1cc(NC(=O)c2ccco2)c(OC)cc1NC(=O)CSc1nnc(-c2cccs2)n1C	2	-7	9	-7.6	-6	5	1	-15	-4
O=S(=O)(Nc1nc2c(s1)CCCC2)c1ccc2ccccc2c1	1	3	2	0.1	-7	1	1	1	-5
Cc1ccc(OCc2nnc(SCC(=O)Nc3nccs3)n2-c2ccccc2)cc1C	0	-2	0	-3.1	15	0	8	-1	0
Cc1ccc(NC(=O)c2sc(N)nc2-c2ccccc2)cc1C	-1	7	0	-1.4	-22	5	5	-5	-2
CC(C)Oc1ccc(OCCn2c(=S)[nH]c3c(N)ncnc32)cc1	-2	0	1	-1.8	14	-10	-4	4	-3
COc1ccc(NC(=O)c2ccc(C#N)cc2)cc1NS(=O)(=O)c1ccc(F)cc1	0	0	4	-2.6	-2	0	-10	1	-4
O=C(c1ccccn1)C1CCCN(Cc2nc(Cc3cccc(F)c3)no2)C1 (stereo not given)	2	-2	4	0.1	-2	4	-8	1	-10
CCOC(=O)CN1C(=O)S/C(=C/c2ccc(N3CCCCC3)o2)C1=O	-4	19*	2	33	-54	6	-3	4	-4
CCN(C(=O)COC(=O)c1c(C)nsc1NC)c1ccccc1	0	-3	6	-0.7	-6	-4	-17	9	1
CC(C)C(=O)N1CCN(c2ccccc2NC(=O)c2ccc(C#N)cc2F)CC1	-3	1	6	-1.1	-4	5	6	-3	-2
COCCNC(=O)Cn1cnc2c(cnn2-c2ccc(C)cc2)c1=O	-1	2	0	2.4	10	1	1	-4	1
C[C@H](CO)N1C[C@H](C)[C@@H](CN(C)C(=O)NC2CCCCC2)Oc2ccc(NS(=O)(=O)c3cn(C)cn3)cc2C1=O	-1	1	0	0.6	5	-2	-7	3	-2
C[C@H]1CN([C@@H](C)CO)C(=O)CCCn2nncc2CO[C@H]1CN(C)S(=O)(=O)c1ccc(-n2cccn2)cc1	-2	x	0	-0.3	-5	-1	-4	4	5
CCN(C(=O)CSc1nc2ccc(O)cc2c(=O)n1-c1ccc(OC)c(OC)c1)C1CCS(=O)(=O)C1 (stereo not given)	3	x	0	-0.3	-6	4	2	6	-1
Cc1ccccc1NC(=S)Nc1ccccn1	0	-4	2	2.9	-9	-3	-4	8	4
CCN1CCCC1CNC(=O)Cn1cnc2ccc(S(=O)(=O)N3CCC(C)CC3)cc2c1=O (stereo not given)	-7	-2	0	-0.8	-7	-13	-2	0	13
C/C(=C\C(=O)c1ccc(Cl)cc1)Nc1ccc(N2CCOCC2)cc1	3	-5	2	-7.2	-10	5	9	4	-2
CNc1[nH]c(=O)[nH]c(=O)c1N=Nc1cc(Cl)ccc1Cl	5	-1	0	-6.6	4	-4	2	0	7

Arranged by the number under CRFBP-R2 agonist (rising): 3 of the compounds above.
SMILES	CHRM5 agonist	IDE inh	CHRM4 agonist	CRFBP-R2 agonist	CRFR2-BP antag	M5 antag	M4 antag	CHRM4 PAM	CHRM5 PAM
CC(C)Oc1ccc(OCCn2c(=S)[nH]c3c(N)ncnc32)cc1	-2	0	1	-1.8	14	-10	-4	4	-3
CCN1CCCC1CNC(=O)Cn1cnc2ccc(S(=O)(=O)N3CCC(C)CC3)cc2c1=O (stereo not given)	-7	-2	0	-0.8	-7	-13	-2	0	13
O=C(c1ccccn1)C1CCCN(Cc2nc(Cc3cccc(F)c3)no2)C1 (stereo not given)	2	-2	4	0.1	-2	4	-8	1	-10

Later entries.
SMILES	CHRM5 agonist	IDE inh	CHRM4 agonist	CRFBP-R2 agonist	CRFR2-BP antag	M5 antag	M4 antag	CHRM4 PAM	CHRM5 PAM
CCOc1ccc(CN(C)C(=O)CCN2C(=O)c3ccccc3C2=O)cc1OC	-3	1	5	-0.3	6	12	-2	2	-2
Cc1c(NC(=O)C(C)C)cccc1-c1nc2ncccc2o1	0	-1	2	2.4	2	-1	-20	12	2
O=C1CN2C(=Nc3ccc(Cl)cc3C2c2ccccc2)CN1 (stereo not given)	-1	3	0	0.1	-12	0	2	-7	-5
O=C(c1ccc(S(=O)(=O)c2ccccc2)cc1)N1CCCCCC1	1	-6	2	-0.4	-7	0	5	1	-3
COc1ccc(N2C(=O)CC(N3CCN(S(=O)(=O)c4c(C)cc(C)cc4C)CC3)C2=O)cc1 (stereo not given)	1	-1	4	0.9	0	5	4	0	7
O=C(Nc1ccccn1)c1cc2ccccc2cc1O	0	1	11	14	3	11	-8	9	-6
c1ccc2c(c1)nc1n2C2(N3CCOCC3)CCCC2C1N1CCOCC1 (stereo not given)	1	x	1	5.3	3	7	-3	2	-8
COc1ccccc1-c1noc(-c2ccccc2C(=O)Nc2cccnc2)n1	3	2	16	-3.8	8	-2	-12	-11	-17
Cn1c(NC(=O)c2ccccc2)c(-c2ccccn2)c(=O)c2ccccc21	-1	1	1	-1.6	6	2	-1	0	-3
O=c1c2[nH]c3cccc(Cl)c3c2ncn1Cc1ccco1	4	0	1	-0.6	-1	7	0	-8	-1
COc1cc(/C=C\C(=O)OCn2nnc3ccccc3c2=O)cc(OC)c1OC	1	4	5	-2.5	-45	-9	-25	6	-2
CC(=O)CC(=O)NC1C2CC3CC(C2)CC1C3 (stereo not given)	-1	1	0	0.7	-15	-7	0	7	4
CCC(C)Oc1ccc(C(=O)Nc2ccc(CN3CCOCC3)cc2)cc1 (stereo not given)	-1	x	10	4.8	-5	-14	0	-3	-5
CCCn1c(SCC(=O)N2CCCCC2)nnc1-c1ccco1	0	2	1	-1.0	15	5	-2	-3	-9

High-throughput results: PubChem, several laboratories
